# ABHD5 PLIN5 PPI: blocks binding of human ABHD5 to perilipin-5. inhibition, % at 4 µM. actives 0.78% (n = 360,000). Q00G26+Q8WTS1. Split G. princeps luciferase complementation, luminescence, 4 h;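 active = inhibition above the mean inhibition across every tested compound plus 3 SD, cut at about 22% in these data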;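 note: 0% = DMSO only wells and the 100% control is not disclosed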
# aDG glyco act: alpha-DG glycosylation activation | actives 0.22% (n = 360,000) | Pro5-aDG cells, alpha-DG glycosylation AlphaScreen (IIH6); 0% Pro5, 100% B10-LARGE cell signal | AID 624168 | activation, % at 10 µM;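 active = activation of at least 8% versus controls, or a plate z-score of at least 8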;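 note: Pro5 are CHO cells carrying HIG-tagged alpha-DG that lacks glycosylation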
# MC4R antag cAMP: human MC4R antagonism in cAMP assay | P32245 | MC4R-expressing cells, MTII-stimulated cAMP, LANCE TR-FRET | AID 540295 | inhibition, % at 6.5 µM | actives 0.48% (n = 360,000);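 active = inhibition above its plate's cutoff, the mean of tested wells on that plate plus 3 SD, cut at about 29% in these data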;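 note: 0% = Melanotan II alone and 100% = Melanotan II plus saturating MCL0020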
# Target sequence (P32245 whole entry, looked up): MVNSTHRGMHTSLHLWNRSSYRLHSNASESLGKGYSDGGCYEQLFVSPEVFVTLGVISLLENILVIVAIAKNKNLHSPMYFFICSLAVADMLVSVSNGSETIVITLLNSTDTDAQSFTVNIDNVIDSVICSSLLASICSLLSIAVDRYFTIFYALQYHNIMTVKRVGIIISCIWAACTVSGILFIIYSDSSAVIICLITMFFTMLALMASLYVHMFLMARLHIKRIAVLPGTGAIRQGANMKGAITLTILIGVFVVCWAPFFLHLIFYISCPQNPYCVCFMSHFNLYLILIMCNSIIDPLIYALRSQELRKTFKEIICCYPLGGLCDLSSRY
#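 Material – human MC4R-expressing U2OS cells · Repeats – no replicates · Detection – TR-FRET with Eu-cAMP and labeled anti-cAMP, 671 nm · Times – compound 30 min, challenge 1 h, detection 1 h · Compound – single nominal compound dose of 6.5 µM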
# N-glyco inh: blocks N-linked glycosylation in D54 reporter cells; D54 ERlucT glycosylation luciferase reporter, 24 h; percent of 100 nM tunicamycin response; reporter increase, % at 12.5 µM; actives 0.23% (n = 360,000);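 active = mean luciferase reporter signal, scaled so untreated is 0 and the glycosylation-blocking control 100, at or above a set limit in every replicate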;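 note: luciferase carries N-glycosylation sites so blocking glycosylation raises the light; 0% = median of neutral control wells and 100% = median of 100 nM tunicamycin wells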
# H9c2 protect: myocardial damage modulation in H9c2 cells. H9c2 cardiomyocytes, H2O2 injury protection, ATPLite, 2 h. protection from H2O2 cell death, % at 20 µM. actives 0.63% (n = 360,000). AID 588492;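 active = compounds giving at least 50% protection of heart cells from peroxide-induced death in the single-dose screen, raw or plate-pattern-corrected value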;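 note: 0% = DMSO wells with peroxide and 100% = DMSO wells without peroxide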
# MC4R barr agon: human MC4R agonism via beta-arrestin | actives 0.98% (n = 360,000) | U2OS MC4R beta-arrestin complementation, luminescence; percent of melanotan II response, DMSO zero | AID 540308 | activation, % at 8.9 µM | P32245;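 active = activation above a per-plate cutoff, the mean activation of sample wells on that plate plus 3 SD, cut at about 8% in these data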
# Granule exo inh: lytic granule exocytosis inhibition. TALL-104 LAMP-1 surface exposure, flow cytometry; cells stimulated with thapsigargin and PMA. actives 0.66% (n = 360,000). inhibition, % at 10 µM. AID 651702;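 active = inhibition above about 55%, limit read from the data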
# HTR2A ag: mouse HTR2A agonism via beta-arrestin recruitment; actives 0.66% (n = 360,000); CHO-K1 mHTR2A beta-arrestin complementation, luminescence; percent of 30 µM serotonin response; P35363; activation, % at 7.6 µM;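 active = activation above a run cutoff, the mean activation of all tested compounds plus 3 SD, cut at about 14% in these data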;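 note: 0% = plate median of compound wells and 100% = 30 µM serotonin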
# Target sequence (P35363 whole entry, looked up): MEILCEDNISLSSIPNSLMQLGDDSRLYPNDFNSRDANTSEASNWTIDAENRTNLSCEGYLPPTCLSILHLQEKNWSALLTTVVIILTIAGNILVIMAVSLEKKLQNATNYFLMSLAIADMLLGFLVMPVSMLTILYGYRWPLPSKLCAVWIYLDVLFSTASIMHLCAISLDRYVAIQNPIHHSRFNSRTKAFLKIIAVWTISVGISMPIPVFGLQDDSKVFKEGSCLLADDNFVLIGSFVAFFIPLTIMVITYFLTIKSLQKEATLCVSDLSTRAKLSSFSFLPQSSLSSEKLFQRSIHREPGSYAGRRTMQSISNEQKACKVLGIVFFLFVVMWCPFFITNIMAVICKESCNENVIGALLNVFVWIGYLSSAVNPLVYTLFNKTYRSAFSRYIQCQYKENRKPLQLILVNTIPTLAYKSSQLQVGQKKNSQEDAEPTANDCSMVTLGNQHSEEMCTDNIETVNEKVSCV
# ABCB6 inh 2: inhibitors of human ABC transporter ABCB6; Q9NP58; K562-ABCB6 porphyrin accumulation, flow cytometry, 1 h; active compounds read low; fluorescence ratio to DMSO, % at 10 µM; actives 0.19% (n = 360,000);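 active = fluorescence ratio to DMSO below 75%, the collection mean minus 3 SD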;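 note: signal is porphyrin accumulated inside mitochondria; 100% equals median channel fluorescence of DMSO control wells; lower ratio means ABCB6 inhibition with less porphyrin fluorescence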
# iPSC survival up: increases survival of single human iPS cells; hiPSC single-cell survival, ATPlite luminescence; 100% = ROCK inhibitor wells, 0% = DMSO; survival enhancement, % at 20 µM; actives 0.044% (n = 360,000); AID 602274; in the data active = survival enhancement above about 18%;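 note: cells exposed to compounds for 16 hours before the ATP read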
# Numbers without * were called inactive. Outcome played no part in choosing rows; overall some 4.5% were active at least once.
SMILES,ABHD5 PLIN5 PPI,aDG glyco act,MC4R antag cAMP,N-glyco inh,H9c2 protect,MC4R barr agon,Granule exo inh,HTR2A ag,ABCB6 inh 2,iPSC survival up
COc1ccc(OCC(=O)OCC(=O)NC2CC2)cc1,8,0.0,8,0,10,-1.3,6,-9,98,-0.3
CCOC(=O)CSc1nc2c(c(=O)[nH]c(=O)n2C)n1C/C=C(/C)Cl,-4,-0.2,4,5,5,-1.4,-1,1,82,-0.1
Cc1onc(-c2c(Cl)cccc2Cl)c1C(=O)N/N=C(\N)COc1ccc(Cl)cc1,21,-0.1,6,-11,70*,0.3,-3,-4,98,0.7
Cc1ccccc1CN1[C@@H](Cc2ccccc2)COCCS1(=O)=O,-1,-0.1,6,-4,-9,-1.7,10,-3,97,1.7
O=C(NCc1ccco1)C1CCCN(S(=O)(=O)c2ccc(Br)cc2)C1 (stereo not drawn),-1,0.3,-5,-2,4,-1.7,-5,-4,101,-3.6
O=C(Nc1ccnc(-c2ccncc2)n1)c1ccccc1Cl,-5,0.4,13,4,9,-4.7,-3,6,93,-1.8
Cc1c(C#N)c2ccccc2n1CC(=O)NCc1ccccc1,2,0.0,4,-1,-4,-0.6,-1,0,97,-1.3
CC(C)C(C(=O)Nc1nccs1)c1ccccc1 (stereo not drawn),3,0.0,1,-3,-2,0.6,-3,3,103,1.6
CC1(C(=O)NNC(=O)c2cccc([N+](=O)[O-])c2)CC1Br (stereo not drawn),8,-0.2,-9,-1,7,0.5,9,-1,90,7.3
O=C(OCc1csc(-c2ccccc2)n1)C1=NN(c2ccccc2)C(=O)CC1,0,0.2,-1,0,1,-2.1,2,-12,102,4.5
COc1ccc(NC(=O)COC(=O)C2CCN(S(=O)(=O)c3ccccc3)CC2)cc1Cl,14,0.0,2,1,4,0.7,-5,-1,98,0.4
CC(C)[C@H](NC(=O)OCc1ccccc1)C(=O)OCC(=O)NC1(C#N)CCCC1,3,-0.1,2,-1,1,0.6,0,2,98,0.1
CN(C)c1ccc2nc3ccc(=O)cc-3sc2c1,-9,4.9,-10,-8,-17,0.1,1,-2,136,0.5
CCN1CCN(C(=O)CCS(=O)(=O)c2cc3c(cc2Cl)NC(=O)CO3)CC1,3,0.2,14,-1,9,-0.2,-4,5,99,-1.0
COc1ccc(OC(C)C(=O)N2CCOCC2)cc1 (stereo not drawn),-1,-0.1,8,2,7,-1.6,1,-4,99,-0.2
COc1ccc(-c2ccc(C3C(C#N)=C(N)Oc4n[nH]c(C)c43)o2)cc1 (stereo not drawn),7,0.2,10,21,3,-3.6,0,2,103,-3.3
Cc1ccc(C(C(=O)NC2CCCCC2)N(C(=O)c2csnn2)C2CC2)o1 (stereo not drawn),-6,0.2,4,-1,-3,-2.2,-3,4,84,-6.0
CC(=O)c1cccc(NC(=O)CN2C(=O)C(=O)N(Cc3ccco3)C2=O)c1,-8,0.0,3,2,2,-1.6,-5,-11,90,1.3
Cc1ccc(Cl)c2c1NC(=O)C2(O)CC(=O)c1ccc(F)cc1 (stereo not drawn),3,2.0,-1,0,-6,-0.9,5,5,97,1.9
O=C(NCCOc1ccc(F)cc1)C1CCC(=O)N(CCN2CCOCC2)C1 (stereo not drawn),5,0.2,10,2,13,-2.5,20,-1,96,-0.4
CCCCC(=O)Nc1ccc(C(=O)N2CCCC(C(=O)OCC)C2)cc1 (stereo not drawn),0,0.2,3,0,2,-1.5,-6,5,96,-1.7
O=C(Nc1nncs1)c1ccc2c(c1)OCO2,-1,0.0,3,-2,0,-2.4,-6,-4,89,-0.4
Cc1cc(C(=O)NNc2ccc(F)cc2F)no1,0,-0.1,3,2,-4,0.0,-7,0,104,1.1
CCOc1ccc(C(=O)NCC(=O)OCc2cc([N+](=O)[O-])cc3c2OCOC3)cc1OCC,0,-0.2,8,2,4,0.8,1,0,98,-1.8
O=[N+]([O-])c1cncc([N+](=O)[O-])c1Nc1cccc(O)c1,13,-0.1,-3,5,-6,-1.7,6,-2,103,-0.4
Cc1cccc(C)c1OCCOC(=O)c1ccc(S(=O)(=O)N2CCCC2)cc1,3,0.0,11,0,-3,-2.2,5,0,97,1.1
O=[N+]([O-])c1cc([N+](=O)[O-])c(Oc2ccc(Br)cc2Br)cc1NN1CCCCC1,3,-0.1,-1,-5,-10,-0.6,-1,6,97,0.4
CN1CCN(C(CNS(=O)(=O)c2ccc(Br)cc2)c2ccc3c(c2)OCO3)CC1 (stereo not drawn),10,0.0,-2,-1,-3,0.9,-3,-6,94,-0.3
COc1ccc(N2CC(O)=C(c3nc(C)cs3)C2=N)cc1,-2,0.0,2,-1,2,1.7,1,3,97,-0.9
CC/C(=N\NC(=O)CSc1ncccn1)c1ccc2c(c1)OCCO2,-4,-0.2,-5,5,-2,-0.6,-7,-2,101,1.6
COc1ccc(NC(=O)c2cc3ccccc3cc2OC)cc1,-6,-0.1,-4,3,-8,-1.2,4,-6,98,-0.1
Cc1nc2ccccc2c(=O)n1NC(=O)c1c(O)c2c(n(CC(C)C)c1=O)CCCC2,-1,0.0,-4,-2,6,-1.7,0,0,81,-2.1
O=c1cc2c(nn1Cc1ccc(F)cc1)-c1ccccc1CC2,0,0.8,9,-5,0,-2.2,0,-5,96,3.5
COc1ccc(-c2c[n+]3c(n2-c2ccc(C)cc2)CCCCC3)cc1,8,0.0,1,1,-12,0.5,7,3,90,-0.8
COC(=O)C1CCN(C2CC(=O)N(c3cc(C)cc(C)c3)C2=O)CC1 (stereo not drawn),8,-0.3,0,0,8,-0.9,-3,4,98,0.3
COc1ccccc1C(=O)NCCC(=O)Nc1ccc(S(=O)(=O)N2C(C)CCCC2C)cc1 (stereo not drawn),-1,0.0,2,-3,-4,-0.4,4,2,94,-3.2
Cc1ccc(S(=O)(=O)Nc2ccccc2C(=O)N2CCCC2)cc1,6,0.4,5,-2,-2,1.9,2,-8,95,-0.3
COCCOC(=O)C1=C(C)N(c2ccccc2)C(=S)NC1c1ccccc1C(F)(F)F (stereo not drawn),-2,-0.3,24,-1,3,0.0,4,-5,97,0.2
N#Cc1ncc(Cc2ccccc2)nc1C#N,30*,-0.1,-1,8,10,-2.1,21,3,108,0.0
N#Cc1ccc(Nc2ccccc2)c(N)c1,0,0.3,7,5,-17,2.4,-3,-6,111,2.6
Cc1ccc(C(=O)NC(=S)Nc2ccc(-c3cc4ccccc4oc3=O)cc2)c(C)c1,-2,0.1,0,1,-4,-0.7,-3,-2,97,-0.2
Cc1ccc(F)cc1NC(=O)COC(=O)c1ccc2ncsc2c1,3,-0.1,3,0,16,-0.7,1,-3,93,-0.2
COc1ccc(C2NC(=S)NC(C)=C2C(=O)c2ccccc2)cc1OC (stereo not drawn),-3,-0.2,8,0,12,-2.9,-8,5,104,0.0
COc1ccc(OC)c(-n2c(-c3ccn[nH]3)n[nH]c2=S)c1,0,0.1,0,0,1,1.9,2,1,96,-0.7
Cc1ccc(S(=O)(=O)N2CCN=C2SCc2ccc(Cl)c(Cl)c2)cc1,-2,-0.2,24,0,2,0.8,0,1,100,1.0

# Four successive entries from above, quoted:
SMILES,ABHD5 PLIN5 PPI,aDG glyco act,MC4R antag cAMP,N-glyco inh,H9c2 protect,MC4R barr agon,Granule exo inh,HTR2A ag,ABCB6 inh 2,iPSC survival up
Cc1ccc(F)cc1NC(=O)COC(=O)c1ccc2ncsc2c1,3,-0.1,3,0,16,-0.7,1,-3,93,-0.2
COc1ccc(C2NC(=S)NC(C)=C2C(=O)c2ccccc2)cc1OC (stereo not drawn),-3,-0.2,8,0,12,-2.9,-8,5,104,0.0
COc1ccc(OC)c(-n2c(-c3ccn[nH]3)n[nH]c2=S)c1,0,0.1,0,0,1,1.9,2,1,96,-0.7
Cc1ccc(S(=O)(=O)N2CCN=C2SCc2ccc(Cl)c(Cl)c2)cc1,-2,-0.2,24,0,2,0.8,0,1,100,1.0

# A few values from the list:
# Reading of COCCOC(=O)C1=C(C)N(c2ccccc2)C(=S)NC1c1ccccc1C(F)(F)F (stereo not drawn) under H9c2 protect: 3
# Reading of Cc1ccc(S(=O)(=O)Nc2ccccc2C(=O)N2CCCC2)cc1 under ABCB6 inh 2: 95
# Reading of N#Cc1ncc(Cc2ccccc2)nc1C#N under Granule exo inh: 21
# Reading of N#Cc1ccc(Nc2ccccc2)c(N)c1 under iPSC survival up: 2.6

# More results
SMILES,ABHD5 PLIN5 PPI,aDG glyco act,MC4R antag cAMP,N-glyco inh,H9c2 protect,MC4R barr agon,Granule exo inh,HTR2A ag,ABCB6 inh 2,iPSC survival up
O=C(Nc1ccnn1C1CCN(Cc2ccc(CO)o2)CC1)c1cccc(F)c1,5,-0.1,-2,1,0,1.2,1,1,99,-0.4
CCc1nnc(NC(=O)CSc2nnc(Cc3cc(=O)[nH]c(=O)[nH]3)n2-c2ccc(OC)cc2)s1,-7,-0.2,9,2,-2,1.7,1,-5,93,-3.7
Cc1cc(OC2CCCCC2)nc(-c2ccccc2O)n1,-10,0.0,19,-1,0,0.1,1,0,98,-0.5
CC(=O)N1CCN(C(=O)c2ccc(OC3CCN(Cc4ccccn4)CC3)cc2)CC1,-3,0.4,10,0,2,-0.1,10,-2,101,-0.1
S=c1nc(NCc2cccc(Cl)c2)c2ccccc2[nH]1,-1,0.1,16,-5,-2,6.5,6,-2,96,-0.3
Cn1c(C(=O)N2CCC(C(=O)N3CCOCC3)CC2)cc2sccc21,-6,-0.3,-3,0,3,-0.8,0,-2,95,-3.0
O=C(COC(=O)c1cccc(S(=O)(=O)N2CCN(c3ccc(F)cc3)CC2)c1)NCC1CCCO1 (stereo not drawn),-2,0.0,4,1,-8,-3.6,-1,-5,92,1.5
COc1ccc(C(=O)CSc2nc(C)cc(=O)[nH]2)cc1,-2,1.7,2,1,4,0.8,3,-2,93,0.0
COc1ccc(C(CNC(=O)c2oc3ccc(OC)cc3c2C)N2CCCC2)cc1 (stereo not drawn),-2,0.3,9,-8,0,-4.3,1,-8,103,-0.6
Cc1cc(N(C)C)nc(SC(C)C)n1,0,-0.1,7,0,-6,-0.3,-1,1,98,1.2
O=C(CSc1nc2sccc2c(=O)[nH]1)N1CCN(c2ccccc2)CC1,3,-0.3,12,0,7,-3.4,-5,-5,100,-0.5

# Source: PubChem BioAssay
